SUMO1 PPI mod = modulators of human SUMO1-mediated protein-protein interactions; P63165; SUMO1 binding to a labelled peptide, TR-FRET, 1 h; inhibition, % at 20 µM; 360,000 compounds, 0.33% hits; AID 602429; in the data active = inhibition above about 37%
Target sequence (P63165 whole entry, looked up): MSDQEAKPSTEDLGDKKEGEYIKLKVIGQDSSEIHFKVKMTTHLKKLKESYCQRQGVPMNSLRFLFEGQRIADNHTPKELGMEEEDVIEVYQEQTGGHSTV
Tb MetRS inh = blocks T. brucei methionyl-tRNA synthetase activity; AID 624268; inhibition, % at 11.9 µM; 360,000 compounds, 0.4% hits; purified T. brucei MetRS, ATP depletion, Kinase-Glo luminescence;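 active = inhibition above a per-plate cutoff of the control wells' mean inhibition plus 3 SD, cut at about 5.5% in these data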;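 note: 0% = DMSO wells median and 100% = median of wells with control inhibitor compound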
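Dosing: 11.9 µM compound single dose, 0.9% DMSO; Assay system: purified T. brucei MetRS enzyme; Measured by: Kinase-Glo luciferase luminescence reporting remaining unconsumed ATP; Schedule: 15 min plus 2 h at 25 °C.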
Neddyl block = inhibitors of human cullin neddylation | P61081+Q13564 | TR-FRET cullin neddylation, biochemical | calls only at 25 µM | 360,000 compounds, 0.58% hits | AID 651699; in the data active = inhibition above about 36%
Target sequence (P61081 whole entry, looked up): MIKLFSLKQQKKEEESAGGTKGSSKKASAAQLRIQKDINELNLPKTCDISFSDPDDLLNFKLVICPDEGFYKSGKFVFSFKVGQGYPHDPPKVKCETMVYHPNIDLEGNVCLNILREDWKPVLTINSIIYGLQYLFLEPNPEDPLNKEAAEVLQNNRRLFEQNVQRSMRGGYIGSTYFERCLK
Target sequence (Q13564 whole entry, looked up): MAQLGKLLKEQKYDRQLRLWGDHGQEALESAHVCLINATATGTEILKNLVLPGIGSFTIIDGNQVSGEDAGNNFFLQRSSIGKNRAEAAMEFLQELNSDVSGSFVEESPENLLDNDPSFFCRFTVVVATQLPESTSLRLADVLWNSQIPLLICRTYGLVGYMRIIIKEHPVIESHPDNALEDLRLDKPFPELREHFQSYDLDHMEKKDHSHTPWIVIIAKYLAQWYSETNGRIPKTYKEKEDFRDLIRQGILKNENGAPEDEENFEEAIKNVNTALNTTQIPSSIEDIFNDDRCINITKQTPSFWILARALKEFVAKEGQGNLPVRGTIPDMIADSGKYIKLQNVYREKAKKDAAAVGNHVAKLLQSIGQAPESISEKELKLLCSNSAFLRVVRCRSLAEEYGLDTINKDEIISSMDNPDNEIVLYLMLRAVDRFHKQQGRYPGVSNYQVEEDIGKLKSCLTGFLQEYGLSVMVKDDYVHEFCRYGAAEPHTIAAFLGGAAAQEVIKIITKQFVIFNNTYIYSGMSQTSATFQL
DNMT1 inh = inhibitors of human DNMT1; DNMT1 molecular beacon, Hinp1I cleavage, fluorescence; AID 588458; P26358; 360,000 compounds, 0.83% hits; inhibition (reported as % activation of signal), % at 10 µM; in the data active = inhibition above about 50%
STEP block = blocks human striatal-enriched tyrosine phosphatase. AID 588621. 360,000 compounds, 0.25% hits. inhibition, % at 20 µM. recombinant STEP, OMFP fluorogenic substrate, fluorescence;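 active = inhibition at 20 µM, scaled per plate between control wells, above about 37%, limit read from the data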;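 note: 0% = DMSO with enzyme and substrate and 100% = substrate only without enzyme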
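Also added – OMFP at 25 µM · Test system – STEP tyrosine phosphatase · Technique – FITC-channel fluorescence of OMFP product · Schedule – 20 min at room temperature, dark · Evaluation – control-normalized % inhibition with plate pattern correction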
Scp1 inh = inhibitors of human Scp-1 phosphatase; Recombinant Scp1, phosphopeptide, malachite green phosphate absorbance; 340,000 compounds, 0.88% hits; Q9GZU7; inhibition, % at 20 µM;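 active = inhibition above about 50% at 20 µM, limit read from the data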;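 note: plate controls were DMSO wells with enzyme for no effect and wells lacking enzyme for full effect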
Target sequence (Q9GZU7 76-261 limits assumed): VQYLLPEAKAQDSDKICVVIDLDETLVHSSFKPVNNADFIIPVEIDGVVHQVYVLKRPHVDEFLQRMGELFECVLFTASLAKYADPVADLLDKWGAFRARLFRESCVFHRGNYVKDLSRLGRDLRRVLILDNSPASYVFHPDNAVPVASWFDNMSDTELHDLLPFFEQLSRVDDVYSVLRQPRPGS
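System: truncated SCP-1 phosphatase (76-261aa); medium: Tris acetate buffer pH 5.5 with MgCl2 and Tween-20; incubation: 45 min room-temperature reaction, 5 min colour, 30 min stabiliser; compound: single 20 µM dose, 1% DMSO; reagent: Phosphorylated 17-residue peptide substrate; read-out: % inhibition at 20 µM; technique: colorimetric free-phosphate detection, absorbance 630 nm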
LMPTP block = blocks human LMPTP phosphatase | P24666 | recombinant LMPTP-A, OMFP fluorogenic substrate, fluorescence intensity | inhibition, % at 20 µM | 360,000 compounds, 0.22% hits | AID 651560;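 active = compounds that cut the enzyme signal by at least half of the control window in the single-dose screen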;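 note: plate controls were DMSO wells with enzyme plus substrate for no effect and substrate without enzyme for full effect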
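test system = LMPTP-A | amount = 0.625 nM LMPTP-A final | reagent = fluorogenic phosphatase substrate OMFP at 400 µM final | incubation = 50 min at room temperature | benchmarks = no-enzyme low control, uninhibited high control | medium = Bis-Tris pH 6.0, DTT, detergent | signal = fluorescence intensity of OMFP turnover product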
NRP1-CendR mod = NRP-1/CendR interaction modulation; FAM-RPARPAR peptide binding to NRP-1, fluorescence polarization; inhibition, % at 25 µM; 360,000 compounds, 0.85% hits; AID 602438;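 active = inhibition or corrected inhibition above about 18%, plus a signal ratio from 0.5 to 1.5, limit read from the data, passing the limit was not always enough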; note: strong numbers were not always called active
NadD inh = blocks S. aureus nicotinate mononucleotide adenylyltransferase; purified NadD enzyme, colorimetric absorbance read-out; inhibition, % at 20 µM; 360,000 compounds, 0.78% hits; AID 602399; in the data active = inhibition above about 26%; note: some compounds past the cut are filed as inactive
SKN-1 block = blocks SKN-1 activity in C. elegans | C. elegans VP596 Pgst-4::GFP/RFP ratio, acrylamide-induced, 24 h | inhibition, % at 21.8 µM | 360,000 compounds, 0.49% hits;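 active = interference check ratio from 0.5 to 1.5 plus GFP to RFP signal ratio inhibition reaching or exceeding a fixed threshold, cut at about 30% in these data, passing the limit was not always enough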; note: some compounds called inactive have numbers as strong as hits
Numbers without * were called inactive; i = inactive; x = no result given.

Sample of the layout:
SMILES	SUMO1 PPI mod	Tb MetRS inh	Neddyl block	DNMT1 inh	STEP block	Scp1 inh	LMPTP block	NRP1-CendR mod	NadD inh	SKN-1 block
CC1(C)C2CCC(C2)C1(C)NC(=O)CNC1CCCCC1 (centres undefined)	2	-1.7	i	1	2	-4	1.6	3	-10	-16
COc1ccc(Cl)cc1NC(=O)C[n+]1cccc(C)c1	2	-1.1	i	2	0	-10	-0.5	-6	-5	0

All compounds of this part, previewed entries included:
SMILES	SUMO1 PPI mod	Tb MetRS inh	Neddyl block	DNMT1 inh	STEP block	Scp1 inh	LMPTP block	NRP1-CendR mod	NadD inh	SKN-1 block
CC1(C)C2CCC(C2)C1(C)NC(=O)CNC1CCCCC1 (centres undefined)	2	-1.7	i	1	2	-4	1.6	3	-10	-16
COc1ccc(Cl)cc1NC(=O)C[n+]1cccc(C)c1	2	-1.1	i	2	0	-10	-0.5	-6	-5	0
Cc1ccc(S(=O)(=O)N2CCCC2C(=O)NC2=NCCS2)cc1 (centres undefined)	-1	-0.8	i	1	-2	-18	-2.2	4	0	-1
CCOc1ccc(NC(=O)CCNS(=O)(=O)c2cccc3nsnc23)cc1	-28	0.0	i	-1	-2	-9	-0.3	11	-4	6
CC(C)=CCC/C(C)=C/CNC(=O)CC1C[C@H](C(=O)N2CCCCC2)[C@@]2(C)c3[nH]c4ccccc4c3CCN2C1=O (some centres undefined)	-4	-0.4	i	7	3	0	1.2	7	3	12
CN(Cc1nc(C(c2ccccc2)c2ccccc2)no1)CC1COCCO1 (centres undefined)	2	-0.1	i	-1	-1	-1	0.0	-4	4	-2
Cc1ccc(C(=O)NCC(=O)NC2CCCCCC2)cc1	2	-0.7	i	0	-1	-4	-1.1	17	-7	-15
COc1cc(/C=N/n2c(C3CCCCC3)n[nH]c2=S)ccc1O	7	-1.4	i	-2	3	2	-0.8	-5	3	-13
COc1ccc(OC)c(S(=O)(=O)N2CCCCCC2)c1	-1	-1.1	i	-6	-5	-3	-0.1	-9	-9	-16
CC(NC(=O)c1cc2cc(Br)ccc2oc1=N)c1ccccc1 (centres undefined)	-18	-0.2	i	0	2	-5	2.2	-3	-3	0
COc1ccccc1/C=C/c1nc(C#N)c(N(C)C)o1	-25	0.9	x	-6	1	-8	0.3	-22	2	-7
COc1cc(C2C(C(=O)Nc3ccc(F)cc3)=C(C)Nc3nc(CCCO)nn32)cc(OC)c1OC (centres undefined)	-1	0.7	i	1	-1	-4	-1.1	-5	2	1
Cc1nnc(Sc2cc(NCCO)c([N+](=O)[O-])c3nonc23)s1	-29	0.3	i	-7	-1	-2	-1.1	17	-3	3
O=C(CSc1ccc2nnc(CCNC(=O)c3ccccc3)n2n1)Nc1ccccc1F	2	-0.1	i	0	-3	-5	-0.8	-18	-3	2
O=C(NCCOc1ccccc1)C1Nc2ccc(C(F)(F)F)cc2C2c3ccccc3CC12 (centres undefined)	-4	-0.3	i	0	1	-2	3.9	6	-3	23
COc1ccc2ncc(S(=O)(=O)c3ccccc3)c(N3CCN(c4ccccc4)CC3)c2c1	-38	-0.1	i	-8	-2	-5	4.9	-2	7	10
Cc1ccc(N(Cc2ccccc2)C(=O)Cc2ccc(S(=O)(=O)N3CCOCC3)s2)cc1	-6	0.6	i	-1	4	-12	-1.3	8	1	25
COc1ccccc1N1CCN(/N=C(\C)c2ccc(O)cc2)CC1	1	0.1	i	0	2	-5	0.3	8	-2	11
COc1ccc(-c2nnc3ccc(SCC(=O)NCC4CCCO4)nn23)cc1 (centres undefined)	-7	0.5	i	1	-3	16	-0.3	1	-1	-17
CC1(OC(=O)C2CCCC2)C(=O)C=C2C=C(c3ccsc3)N(CCCCO)C=C2C1=O (centres undefined)	-10	-0.1	i	-9	0	-11	0.6	12	1	6
Cc1ccc(OCCOCCOc2cccc3cccnc23)c(Br)c1	-4	-1.2	i	4	3	0	0.9	-5	-3	-5
CN(Cc1ccc(Cl)cc1Cl)C(=O)c1cccc(S(=O)(=O)NCc2ccccc2)c1	2	-0.1	i	-3	-1	-8	1.4	21	-9	8
COC(=O)C1C(=O)C=C(Nc2ccc(F)cc2F)CC1c1ccccc1 (centres undefined)	-6	-0.5	i	5	-9	-3	-0.7	12	3	17
Cc1ccc([N+](=O)[O-])cc1NC(=O)CSc1nncn1-c1ccccn1	-14	-0.2	i	-2	0	-5	-0.4	11	5	-13
CCOc1ccc(CCNC(=O)COC(=O)CCS(=O)(=O)c2ccc(C)cc2)cc1OCC	0	-0.4	i	4	-1	-4	2.1	6	7	0

(list continues)
SMILES	SUMO1 PPI mod	Tb MetRS inh	Neddyl block	DNMT1 inh	STEP block	Scp1 inh	LMPTP block	NRP1-CendR mod	NadD inh	SKN-1 block
CSc1nc2nc3c(cc2c(=O)[nH]1)C(O)Oc1ccc(C)cc1-3 (centres undefined)	7	-0.9	x	-6	2	-3	1.4	-4	5	1
Cc1cc(Cl)c(OCCOCCN2CCNCC2)c(Cl)c1	3	-0.7	i	-1	-3	-11	-5.5	-5	-4	-7
O=C1NC(Cc2ccccc2)C(=O)N1Cc1ccccc1 (centres undefined)	3	-0.3	i	5	-1	-5	-1.3	-2	-1	-8
CCOc1ccc(OCc2ccc(C(=O)NC(C)C)o2)cc1	4	-1.3	i	-4	2	9	0.9	-7	-6	-15
Cc1ccc(-n2c(C)nnc2SCC(=O)N(C)C2CCS(=O)(=O)C2)cc1 (centres undefined)	-2	-0.1	i	2	-2	-10	-1.4	12	-3	3
CCOC(=O)N1CCN(CC(=O)c2ccc3c(c2)CCN3)CC1	-2	-0.5	i	18	-1	0	1.1	0	3	6
Brc1cccc(OCCN2CCc3ccccc3C2)c1	-5	-1.2	i	-3	-2	1	-0.8	4	3	1
COc1ccc(OCCCC(=O)NCc2ccco2)cc1	39	-0.7	i	-2	3	-7	-1.0	1	2	-2
O=C(NC(=S)Nc1ccc(S(=O)(=O)N2CCOCC2)cc1)c1ccccc1[N+](=O)[O-]	-7	-0.6	i	0	1	-3	1.4	3	10	5
COC(=O)c1ccc(C(=O)NC(=S)Nc2nc3c(s2)CC(C)CC3)cc1 (centres undefined)	-1	-0.4	i	6	-2	-5	1.4	-3	5	0
CCCCOn1c(C)c(C(=O)OCC)c2c3no[n+]([O-])c3ccc21	-9	0.0	i	-4	5	-3	2.3	4	-1	5
CS(=O)(=O)N(CC(=O)NCc1ccco1)c1ccc(Cl)c(C(F)(F)F)c1	0	-1.1	i	0	-2	-4	-1.3	7	-3	7
O=C(/C=C/c1ccc(Cl)c([N+](=O)[O-])c1)Nc1ccc(N2CCCC2)c(Cl)c1	-3	-0.1	i	0	-3	-3	0.7	-3	20	5
COc1ccc(-c2nn(-c3ccccc3)cc2C(=O)Nc2nccs2)cc1OC	0	-0.5	i	-5	-1	1	2.3	16	12	10
COc1cccc(/C=C/C(=O)NCCc2ccc(OC)c(OC)c2)c1	-5	-1.2	i	-4	1	0	-0.8	-2	5	-10
O=C(N/N=C/c1cccc(Cl)c1)C1CCCC1	-9	-0.5	i	10	2	-2	0.1	15	2	-3
CC(OC(=O)c1ccc(S(=O)(=O)N2CCCCC2)cc1)C(=O)Nc1ccc(C(N)=O)cc1 (centres undefined)	3	0.0	i	38	1	2	0.4	8	10	3
C#CC1(NC(=O)NCCCC)CCCCC1	-1	-0.4	i	0	-3	-10	-2.4	6	-4	-2
COC(=O)c1noc(C)c1-c1ccnn1C(=O)c1ccc(C)cc1	2	-0.5	i	-1	1	-12	0.5	-10	-2	14
COc1cc(C(=S)N2CCOCC2)ccc1OC(=O)c1ccccc1C	-2	-0.5	i	-2	3	-2	0.3	-4	-8	-16
CCn1c(SCC(=O)N2CCCC2)nc2c(c1=O)SC(C)C2 (centres undefined)	4	-0.2	i	5	0	-5	-0.9	11	0	-13
Cc1occc1C(=O)NNC(=O)CN1C(=O)NC(C)(c2ccccc2)C1=O (centres undefined)	-2	-0.5	i	1	-2	2	-1.2	5	-2	2
NC(=NC(=O)c1ccc(OCC(F)(F)F)nc1)c1ccc(Cl)cc1	4	-0.7	i	1	2	8	2.7	2	-1	16
Nc1ccc(C(=O)N2CCN(S(=O)(=O)c3ccc(Cl)s3)CC2)cc1[N+](=O)[O-]	-24	-0.1	i	-8	0	-7	1.6	11	-1	18
O=C(COC(=O)c1ccc(Cl)nc1)NCc1ccc(F)cc1	-9	-0.3	i	2	0	0	0.0	6	-6	12

(next part)
SMILES	SUMO1 PPI mod	Tb MetRS inh	Neddyl block	DNMT1 inh	STEP block	Scp1 inh	LMPTP block	NRP1-CendR mod	NadD inh	SKN-1 block
CC(C)(C)NC(=O)COC(=O)c1cc(Cl)ccc1[N+](=O)[O-]	-12	0.1	i	7	-3	0	0.0	-4	-4	-4
COC(=O)c1cc(S(=O)(=O)N2CCOCC2)c(N2CCOCC2)cc1N1CCOCC1	-2	-0.7	i	-1	0	-7	0.7	-2	1	-1
CCCCNC(=O)CCCCC(=O)N/N=C/c1cccc(Cl)c1	-5	-0.1	i	0	1	-15	-0.5	9	-3	7
Cc1ccc(NC(=O)c2c([N+](=O)[O-])c(C(C)(C)C)nn2C)cc1	-4	0.1	i	8	-1	-6	-0.2	1	1	2
CN(C)c1nc(-c2ccc([N+](=O)[O-])cc2)cs1	-30	-0.2	i	-1	-2	-8	2.2	1	-1	33
CC(C)C(c1nnnn1Cc1ccccc1)N(Cc1ccco1)Cc1cccs1 (centres undefined)	5	-0.6	i	-4	4	-5	3.0	-1	12	13
Clc1ccc(-c2ncc3ccccn23)c(Cl)c1	-10	0.0	i	-4	7	-12	0.2	2	-3	2
Cc1ccc(C(=O)NCC(=O)Nc2ncccc2C)s1	6	-0.3	i	12	-4	1	0.0	-15	-4	3
COc1ccc(NC(=S)N2CCc3ccccc3C2)cc1OC	3	-0.3	i	3	0	-6	0.2	11	0	-11
Cc1nc2c(sc3nc(N4CCOCC4)c4c(c32)CC(C)(C)OC4)c(-c2ccc(Cl)cc2)c1C(=O)O	-29	-1.0	i	-12	-3	-16	1.8	-71	-2	22
CCc1nc2c(OCC=C(C)C)cccn2c1N(C)C(=O)c1ccccc1F	3	0.2	i	2	3	x	-0.1	-8	-1	6
CCOC(=O)CC(NC(=O)c1ccco1)c1ccc(C)cc1 (centres undefined)	-1	-1.0	i	7	2	-2	-1.2	13	-5	-12

A few values from the entries so far.
CCCCNC(=O)CCCCC(=O)N/N=C/c1cccc(Cl)c1 in LMPTP block is listed with -0.5
Clc1ccc(-c2ncc3ccccn23)c(Cl)c1 in STEP block is listed with 7
Cc1ccc(C(=O)NCC(=O)Nc2ncccc2C)s1 in Scp1 inh is listed with 1
